High-throughput results (PubChem)
NOD2-RIPK2 inh: inhibitors of human NOD2-RIPK2 interaction; actives 0.38% (n = 360,000); CHO BLA complementation NOD2-RIPK2, CCF4 ratio; inhibition, % at 4.98 µM; AID 624267; in the data active = inhibition above about 21%;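 note: 0% = vehicle only and 100% = reference blocker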
ABHD5 PLIN5 PPI: inhibitors of human ABHD5-perilipin-5 interaction; AID 602281; actives 0.78% (n = 360,000); inhibition, % at 4 µM; Split G. princeps luciferase complementation, luminescence, 4 h;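 active = inhibition above the mean inhibition across every tested compound plus 3 SD, cut at about 22% in these data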;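 note: 0% = DMSO only wells and the 100% control is not disclosed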
HTR2A ag: agonists of mouse serotonin 5-HT2A receptor (HTR2A); activation, % at 7.6 µM; CHO-K1 mHTR2A beta-arrestin complementation, luminescence; percent of 30 µM serotonin response; actives 0.66% (n = 360,000); P35363; AID 624169;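 active = activation above a run cutoff, the mean activation of all tested compounds plus 3 SD, cut at about 14% in these data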;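 note: 0% = plate median of compound wells and 100% = 30 µM serotonin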
Target sequence (P35363 whole entry, looked up): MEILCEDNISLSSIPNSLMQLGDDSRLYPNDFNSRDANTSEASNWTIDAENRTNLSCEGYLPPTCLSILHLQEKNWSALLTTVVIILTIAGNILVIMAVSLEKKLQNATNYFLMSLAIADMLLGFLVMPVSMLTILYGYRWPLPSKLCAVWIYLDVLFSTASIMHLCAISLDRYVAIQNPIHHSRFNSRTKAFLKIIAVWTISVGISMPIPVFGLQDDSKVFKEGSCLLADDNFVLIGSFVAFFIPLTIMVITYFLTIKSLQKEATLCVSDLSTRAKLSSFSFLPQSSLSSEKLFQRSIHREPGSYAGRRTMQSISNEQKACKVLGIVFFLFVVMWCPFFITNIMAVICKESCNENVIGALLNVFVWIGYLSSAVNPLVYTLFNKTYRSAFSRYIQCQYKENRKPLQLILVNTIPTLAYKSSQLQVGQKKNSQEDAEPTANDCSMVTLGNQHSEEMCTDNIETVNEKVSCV
Cardio protect: myocardial damage modulation in H9c2 cells | AID 588492 | protection from H2O2 cell death, % at 20 µM | H9c2 cardiomyocytes, H2O2 injury protection, ATPLite, 2 h | actives 0.63% (n = 360,000);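 active = compounds giving at least 50% protection of heart cells from peroxide-induced death in the single-dose screen, raw or plate-pattern-corrected value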;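 note: 0% = DMSO wells with peroxide and 100% = DMSO wells without peroxide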
Glyco luc inh: N-linked glycosylation inhibition. D54 ERlucT glycosylation luciferase reporter, 24 h; percent of 100 nM tunicamycin response. reporter increase, % at 12.5 µM. actives 0.23% (n = 360,000). AID 588692;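 active = mean luciferase reporter signal, scaled so untreated is 0 and the glycosylation-blocking control 100, at or above a set limit in every replicate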;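 note: luciferase carries N-glycosylation sites so blocking glycosylation raises the light; 0% = median of neutral control wells and 100% = median of 100 nM tunicamycin wells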
TLR9-MyD88 inh: TLR9-MyD88 interaction inhibition; Q9NR96+Q99836; AID 504734; actives 0.21% (n = 340,000); CHO BLA complementation TLR9-MyD88, CCF4 FRET ratio; inhibition, % at 4.98 µM;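 active = inhibition above the mean over all tested compounds plus 3 SD, cut at about 21% in these data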;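 note: 0% = DMSO only wells and 100% = clavulanate BLA inhibitor control wells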
SRC2 inh: inhibits human steroid receptor coactivator 2. Q15596. HEK293 GAL4-SRC2 luciferase reporter, luminescence. inhibition, % at 9 µM. actives 0.17% (n = 370,000). AID 651957;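 active = inhibition above the mean inhibition of all tested compounds plus 3 SD, set per campaign, cut at about 52% in these data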;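 note: 0% = DMSO treated cells and 100% = cells given Gossypol at 36 µM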
MC4R antag cAMP: human MC4R antagonism in cAMP assay. MC4R-expressing cells, MTII-stimulated cAMP, LANCE TR-FRET. P32245. AID 540295. inhibition, % at 6.5 µM. actives 0.48% (n = 360,000);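 active = inhibition above its plate's cutoff, the mean of tested wells on that plate plus 3 SD, cut at about 29% in these data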;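 note: 0% = Melanotan II alone and 100% = Melanotan II plus saturating MCL0020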
Target sequence (P32245 whole entry, looked up): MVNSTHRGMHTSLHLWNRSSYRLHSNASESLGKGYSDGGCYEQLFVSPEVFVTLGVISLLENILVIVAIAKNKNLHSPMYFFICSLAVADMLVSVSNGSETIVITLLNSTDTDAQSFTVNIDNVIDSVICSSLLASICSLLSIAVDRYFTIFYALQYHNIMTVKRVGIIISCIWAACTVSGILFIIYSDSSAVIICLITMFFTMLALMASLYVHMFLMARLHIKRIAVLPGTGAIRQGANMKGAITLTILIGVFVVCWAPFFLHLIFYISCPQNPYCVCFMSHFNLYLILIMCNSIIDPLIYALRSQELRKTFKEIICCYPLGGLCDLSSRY
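material = U2OS cells stably expressing human melanocortin 4 receptor (MC4R) | also added = Melanotan II challenge | dosing = single nominal compound dose of 6.5 µM | detection = TR-FRET with Eu-cAMP and labeled anti-cAMP, 671 nm | replication = singlicate | timing = compound 30 min, challenge 1 h, detection 1 h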
ABCB6 inh 2: human ABCB6 transporter inhibition | K562-ABCB6 porphyrin accumulation, flow cytometry, 1 h; stronger effect = lower value | fluorescence ratio to DMSO, % at 10 µM | actives 0.19% (n = 360,000);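 active = fluorescence ratio to DMSO below 75%, the collection mean minus 3 SD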;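 note: signal is porphyrin accumulated inside mitochondria; 100% equals median channel fluorescence of DMSO control wells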
MC4R ag barr: human MC4R agonism via beta-arrestin; U2OS MC4R beta-arrestin complementation, luminescence; percent of melanotan II response, DMSO zero; activation, % at 8.9 µM; actives 0.98% (n = 360,000);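 active = activation above a per-plate cutoff, the mean activation of sample wells on that plate plus 3 SD, cut at about 8% in these data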
* marks the source's active call; other numbers are inactive results; . = no result given. Some of the compounds tested; rates above refer to the full screens.

SMILES	NOD2-RIPK2 inh	ABHD5 PLIN5 PPI	HTR2A ag	Cardio protect	Glyco luc inh	TLR9-MyD88 inh	SRC2 inh	MC4R antag cAMP	ABCB6 inh 2	MC4R ag barr
COc1cc(NC(=O)Cn2c(=O)n(-c3cccc(C)c3)c(=O)c3c(C)c(C)sc32)cc(OC)c1	-1	9	1	8	-3	-5	-30	8	93	-0.9
O=C(OCC(=O)N1CCOCC1)c1ccccc1Br	-10	2	2	-3	1	-3	-53	2	102	-2.9
C#CCOCCOCCOCCNc1nc(N2CCN(C(=O)[C@H](CCC(=O)O)n3cc([C@@H](N)CC(N)=O)nn3)CC2)nc(N2CCN(C(=O)[C@H](CCC(=O)O)n3cc([C@@H](N)CC(N)=O)nn3)CC2)n1	-8	9	5	2	2	0	5	3	102	0.5
O=C(c1cc2ncc(Br)cn2n1)N1CCCCC1	3	-1	4	1	-1	-12	-4	12	91	4.0
CCn1ccnc1CN(C)C(=O)c1cc(COc2ccc(OC)c3ccccc23)on1	-10	4	4	-2	3	-19	5	10	96	2.4
N#CC1=C(SCC(=O)c2cc3ccccc3oc2=O)NC(=O)C(C#N)C12CCCC2 (stereo not given)	-5	-6	2	5	0	-4	-25	6	105	-2.1
COc1cccc(C(=O)Nc2ncc3c(n2)CC(C)CC3=O)c1 (stereo not given)	-10	-5	-1	10	3	-6	-14	12	96	0.1
CCN1C(=O)c2cccc3c(S(=O)(=O)NCc4ccccn4)ccc1c23	15	-2	-2	1	1	6	-1	-3	98	0.5
c1ccc2cc(CSCc3nc4ccccc4[nH]3)ccc2c1	2	-3	-7	-8	1	4	-10	8	95	0.2
Cc1ccc(NC(=O)c2cc(S(=O)(=O)N(C)C)ccc2N2CCCC2)cc1S(=O)(=O)N(C)C	-2	5	-8	1	60*	-2	-4	12	96	-4.0
C[C@@H]1CCCCO[C@@H](CN(C)S(=O)(=O)c2ccccc2)[C@@H](C)CN([C@H](C)CO)C(=O)c2cc(NS(=O)(=O)c3ccc(F)cc3)ccc2O1	7	3	10	-7	-4	5	4	12	99	1.0
S=C(NCc1ccncc1)Nc1ccccc1	-3	4	-1	2	2	-10	11	23	102	3.1
COc1ccc(COC(=O)C2CC(=O)N(Cc3ccccc3)C2)cc1 (stereo not given)	3	2	3	-2	1	-2	-1	11	99	0.8
CCOc1ccc(S(=O)(=O)N2CCCCC2)cc1NC(=O)CSCc1c(C)noc1C	1	-4	7	0	-5	-3	-1	0	93	-2.4
COc1ccc(-c2cc(C(=O)N(C)CC(=O)Nc3ccccc3Br)c3ccccc3n2)cc1OC	0	0	8	45	-4	2	14	11	92	-3.3
COc1ccc(OC)c(NC(=S)NN2CCOCC2)c1	1	-6	1	-8	-2	0	7	7	113	1.6
COc1ccc(CN(CC(=O)NCc2ccco2)C(=O)CNS(=O)(=O)c2ccc(C)cc2)cc1	-3	5	8	-2	0	-9	-4	-1	102	-0.2
O/N=C1\CCCC\C1=C/c1ccccc1	2	-8	1	1	0	0	-27	0	96	0.4
Cn1c(=O)[nH]c(=O)c2c1nc(CN1CCN(c3ccc(F)cc3)CC1)n2CCN1CCOCC1	0	-5	0	-3	1	-5	-8	-4	100	-1.7
CN(c1ccc(C(=O)Nc2ccc(CC#N)cc2)cc1)S(C)(=O)=O	-4	-2	4	-3	1	-15	-8	5	98	-2.7
CCOC(=O)N1CCOCCOCCN(C(=O)OCC)CCOCC1	5	2	-3	2	0	-10	-3	5	93	-0.9
O=C(Cc1ccccc1F)c1ccc(O)cc1O	-9	-2	-3	-4	1	.	-37	-3	92	-1.7
COc1ccc(OCCn2cncn2)cc1	2	9	2	2	0	-7	-31	5	94	0.8
CN1CCN(c2ccccc2NC(=O)c2ccc(-c3ccccc3[N+](=O)[O-])o2)CC1	-5	7	3	19	14	5	-18	-9	98	-0.4
COc1cc(OC)cc(C(=O)N2CCCC(Nc3ccc(F)cc3)C2)c1 (stereo not given)	4	-4	6	1	2	-12	-9	2	90	-1.4
CC1CCN(C(=O)COC(=O)[C@H](C)NS(=O)(=O)/C=C/c2ccccc2)CC1	-5	10	-2	0	0	3	-6	3	97	-1.9
Cc1nnc(NNS(=O)(=O)c2ccc(Cl)cc2)[nH]c1=O	1	-3	0	2	3	-2	-2	3	103	2.8
COCCCNC(=O)C1CCN(c2ccc(N3CCOCC3)nn2)CC1	4	-5	-3	-2	1	8	2	-8	94	-1.3
S=c1nc(-c2ccc(Cl)cc2)[nH][nH]1	3	-13	2	-4	2	5	-26	8	99	-1.5
N/C(Cc1ccc([N+](=O)[O-])cc1)=N\OC(=O)COc1ccc2ccccc2c1	-3	-3	-4	-6	0	-3	-24	5	95	-0.3
CC1CCC(NC(=O)CSc2ccc(S(=O)(=O)N(C)C)cn2)CC1 (stereo not given)	-7	3	6	-3	1	-10	6	4	95	-3.1
O=C(COc1ccccc1[N+](=O)[O-])Nc1ccc(Br)cc1	3	1	-4	-6	-2	-3	-49	17	97	3.8
Cc1ccccc1OCCC(=O)Nc1ccc(N2CCOCC2)cc1N1CCOCC1	-2	-2	-2	7	1	-10	7	3	93	-2.4
O=C(NC1CCCCC1)c1cc([N+](=O)[O-])ccc1N1CCCCC1	8	-4	0	-1	3	-4	-7	7	83	1.3
COC(=O)c1ccccc1NC(=O)C(C)NS(=O)(=O)c1ccc(OC)cc1 (stereo not given)	1	11	-6	4	0	-8	21	-6	87	1.8
COc1ccc([C@H]2CC(=O)C=C(c3cccc(OCc4ccccc4)c3)C2)cc1	-10	-4	-2	-2	-5	1	-24	2	104	0.9
CCOc1ccccc1CNCCOC	-3	1	1	1	0	-7	9	10	104	-1.3
CCN(CC(=O)Nc1c(F)cccc1F)C(=O)Cc1sc(C)nc1-c1ccc(F)cc1	0	6	1	6	-1	-4	1	6	96	-0.6
CCOC(=O)c1nc2c(=O)n(C)c(=O)n(C)c2n(C)c1=O	-14	7	6	4	0	6	-3	-6	103	0.0
Cc1ccc(NC(=O)CSc2nnc(-c3ccco3)o2)c(C)c1	2	1	2	3	2	-4	-14	2	97	-0.2

Complete entries as entered above. Values in the order: NOD2-RIPK2 inh	ABHD5 PLIN5 PPI	HTR2A ag	Cardio protect	Glyco luc inh	TLR9-MyD88 inh	SRC2 inh	MC4R antag cAMP	ABCB6 inh 2	MC4R ag barr
Listed for COCCCNC(=O)C1CCN(c2ccc(N3CCOCC3)nn2)CC1 = 4	-5	-3	-2	1	8	2	-8	94	-1.3
Listed for COc1ccc([C@H]2CC(=O)C=C(c3cccc(OCc4ccccc4)c3)C2)cc1 = -10	-4	-2	-2	-5	1	-24	2	104	0.9

Later entries
SMILES	NOD2-RIPK2 inh	ABHD5 PLIN5 PPI	HTR2A ag	Cardio protect	Glyco luc inh	TLR9-MyD88 inh	SRC2 inh	MC4R antag cAMP	ABCB6 inh 2	MC4R ag barr
CCOc1ccc2[nH]c3nc(SCC(=O)NC4CC4)nnc3c2c1	-3	-4	0	4	10	-12	-16	13	99	0.1
Cc1ccnc(NC(=O)c2ccco2)n1	-7	-1	1	0	-1	-7	-4	22	98	0.5
O=C(CCCl)N1CCCC2(CCCCC2)C1	-3	2	-2	5	1	3	-6	1	92	-1.8
CCOc1ccc(CNCCNC(=O)c2nonc2N)cc1	-13	1	0	-2	-1	1	-70	14	97	-0.5
CC(C)N(Cc1ccccc1)C(=O)CSc1nccn1C	-2	1	0	9	1	-2	-10	0	95	-3.9
O=C(Oc1ccc2c3c(c(=O)oc2c1)CCCC3)c1cccs1	0	1	-1	11	2	1	16	-7	90	-2.2
Cc1nc(CNS(=O)(=O)c2cccc(F)c2)cs1	-2	0	0	8	1	-7	0	1	94	-0.7
CC1CC1c1ccc(/C=C(\C#N)C(=O)Nc2cc(Cl)ccc2Cl)o1 (stereo not given)	0	14	3	-6	2	5	9	-2	102	1.3
CC(NC(=O)c1ccc(Cl)cc1Cl)C(c1ccccc1)N1CCOCC1 (stereo not given)	-5	0	1	2	0	-3	13	4	102	-2.4
N=c1c2c3c(sc2ncn1N)CCCC3	0	3	-1	4	0	6	23	5	106	-1.3
CC(=O)NCCN=C(C)c1sc2ccccc2c1O	-1	-5	-9	7	0	-3	-28	-6	99	-1.9
C/C=C1\C(OC2OC(CO)C(O)C(O)C2O)OC=C(C(=O)OC)C1CC(=O)OCC1C(C)C(OC(=O)CC2C(C(=O)OC)=COC(OC3OC(CO)C(O)C(O)C3O)/C2=C\C)CC1C(CO)CO (stereo not given)	8	0	2	-4	2	-7	-4	-8	105	-1.9
Cc1cccc(/C=C2/Sc3ccc(C(=O)N4CCOCC4)cc3NC2=O)c1	-3	-1	0	-2	-3	-6	0	14	100	0.2
CCNc1nc(NCc2ccccc2)nc(Oc2ccc(=O)[nH]n2)n1	4	0	-1	3	1	1	-22	7	86	-0.5
CCOC(=O)c1cnc2ccccc2c1Nc1ccc(C(=O)O)cc1	2	-2	4	8	3	-1	19	19	101	-1.4
Cc1ccc(C(c2nnnn2C2CCCC2)N2CCc3ccccc32)cc1 (stereo not given)	-3	2	-1	-17	-1	-5	5	-4	104	3.1
CCc1sc(N2C(=O)C3C4CCC(C4=C(C)C)C3C2=O)nc1-c1ccccc1 (stereo not given)	71*	2	0	-5	1	0	-2	2	102	1.6
COc1ccccc1C(=O)COC(=O)c1cc([N+](=O)[O-])ccc1N1CCOCC1	-7	2	-3	13	-2	1	-11	-2	101	-4.2
Cc1ccc(C)c(NC(=S)N2CCN(CCO)CC2)c1	-2	3	-4	0	3	-4	-37	20	102	0.3
COc1cccc(CN2CCN(C(=O)c3oc4c(F)cccc4c3C)CC2=O)c1	0	0	-2	10	0	2	0	2	91	-0.6
O=[N+]([O-])c1cc(-c2ncccn2)cs1	-7	-5	-3	0	1	-14	5	13	97	-0.6
COc1ccccc1-c1coc2cc(O)cc(O)c2c1=O	-3	-5	-6	0	3	-3	-26	-10	101	-1.0
COc1ccccc1N(CC(=O)Nc1cccc(C(F)(F)F)c1)S(C)(=O)=O	-7	2	-6	-5	4	9	7	9	101	-2.5
CNC(=O)COC(=O)/C=C/c1ccc(F)cc1	-7	1	0	9	3	-9	-16	2	102	-1.6
NNC(=O)c1cc2nc(-c3cccs3)cc(C(F)(F)F)n2n1	-13	0	-3	10	3	3	-13	14	100	-0.2
COc1ccc(CCNC(=O)CC(=O)N/N=C/c2ccc(C(=O)O)cc2)cc1OC	-21	0	-4	3	0	-7	-19	9	97	1.4
COc1cc(C(=O)N/N=c2/sc3ccccc3n2C)cc(OC)c1OC	-1	0	-4	-2	3	-2	-25	-3	102	-1.5
Cc1cccc(/C=N/n2c(-c3cc(-c4ccccc4)n[nH]3)n[nH]c2=S)c1	-5	-7	-5	-6	5	2	-21	27	99	1.6
CCN(CC)c1ccc(NC(=O)CSc2nc(C)cc(=O)[nH]2)cc1	-7	2	3	0	2	-3	-7	-3	100	0.3
COC(=O)c1ccccc1NC(=O)CN1C(=O)CSC1=O	-2	-2	-2	7	2	1	-25	-3	96	1.3
Cc1cc(C)nc(NC2=NCC(=O)N2c2ccc(Cl)cc2)n1	-8	0	1	14	1	-7	-16	10	104	2.3
